T cell modulator – modulates CD8 T cell binding to vesicles; calls only at 7 µM; actives 0.068% (n = 330,000); AID 2052; 2C CD8+ T cell-vesicle binding, flow cytometry; hits give low values;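 active = response, share of CD8 T cells binding vesicles, and their 90th percentile fluorescence all below set limits, cut at about 80% in these data, passing the limit was not always enough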
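Material: murine 2C transgenic CD8+ T lymphocytes / Also added: QL9-peptide-loaded Drosophila micro-vesicles bearing Ld, ICAM-1 and B7-1 / Schedule: binding step 1.5 h, 37 °C, antibody labelling 20 min, ice / Signal: flow cytometry, PE anti-B7-1 (FL2) versus Alexa647 anti-CD8 (FL8), PFA-fixed / Evaluation: percent CD8+ FL2 mean versus row control / Benchmarks: naked versus QL9-loaded vesicles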
UTI89 phage lysis – protection from phage-mediated lysis, alamar blue read-out – E. coli UTI89, K1F phage, bacterial capsule biogenesis inhibitors (AID 488966); actives 0.02% (n = 340,000); inhibition, % at 100 µM, or IC50 in µM where a hit was titrated; E. coli UTI89 K1F phage lysis, alamar blue, 2 h; higher % means a stronger effect;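 active = phage lysis inhibition, versus mean bacterial control, above a set limit; inconclusive = no clear call, values can overlap the other calls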;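 note: capsule biogenesis inhibitors block K1F phage lysis so surviving cells raise fluorescence; higher fluorescence means more inhibition of phage lysis; actives were called in the ten point dose series up to 300 µM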
West Nile antiviral – inhibition of WNV-induced cytopathic effect – cell-based, CPE readout (AID 1621) | West Nile virus-infected cells, CPE inhibition; higher % means a stronger effect | one-dose CPE inhibition, % at 10 µM; IC50 in µM for titrated hits | actives 0.02% (n = 290,000); in the data active = a potency from the dose series; inconclusive = CPE inhibition mostly from about 3.7% at the one dose, without a potency; inactive = the rest, 99 in 100 with CPE inhibition below about 2.2%; note: strong numbers were not always called active
Large T inhibition – SV40 large T antigen inhibitors, biochemical (AID 1903); SV40 large T antigen ATPase/helicase inhibition assay; higher % means a stronger effect; one-dose inhibition, % at 20 µM; IC50 in µM for titrated hits; actives 0.39% (n = 310,000); in the data active = a potency from the dose series; inconclusive = inhibition mostly from about 32% at the one dose, without a potency; inactive = the rest, 99 in 100 with inhibition below about 32%; note: strong numbers were not always called active
MgcRacGAP inhibition – MgcRacGAP GTPase-activating activity inhibitors, confirmation, biochemical, ADP Hunter fluorescence | actives 0.6% (n = 340,000) | AID 624330 | one-dose inhibition, % at 30 µM; IC50 in µM for titrated hits | MgcRacGAP-stimulated Rac1 GTP hydrolysis, ADP Hunter fluorescence; higher % means a stronger effect; GST-tagged Rac1 F28L mutant substrate;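 active = first-screen hits whose inhibition reached a set limit at any dose in the follow-up dose series; inconclusive = inhibition above the set first-screen limit but never retested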;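 note: fluorescence reports GDP produced by GAP-driven GTP hydrolysis; strong numbers were not always called active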
PhoP inhibition – PhoP-dependent GFP reporter repression – Salmonella Typhimurium, primary screen (AID 1863). S. Typhimurium PhoP-regulated promoter GFP reporter, 4 h; higher % means a stronger effect. one-dose inhibition, % at 50 µM; IC50 in µM for titrated hits. actives 0.16% (n = 300,000);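 active = inhibition over 29.93%, a cutoff 3 SD above the screen mean, later confirmed by dose response; inconclusive = inhibition over 29.93% but no dose response follow-up; inactive = inhibition at most 29.93% or unconfirmed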;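 note: 0% = low Mg2+ inducing control and 100% = high Mg2+ repressing control; strong numbers were not always called active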
Dengue-2 NS5 capping – flavivirus cap methylation enzyme inhibition – biochemical, confirmation dose response, primary screen (AID 588689); Dengue-2 NS5 methyltransferase capping enzyme assay, biochemical; higher % means a stronger effect; actives 0.3% (n = 340,000); one-dose inhibition, % at 25 µM; IC50 in µM for titrated hits; in the data active = a potency from the dose series; inconclusive = inhibition above about 29% without an active follow-up result
RSV antiviral HEp-2 – inhibition of RSV-induced cytopathic effect – HEp-2 cells, primary 10 µM value included (AID 2391). CPE inhibition, % at 10 µM, or IC50 in µM where a hit was titrated. HEp-2 cells, RSV-induced CPE inhibition; higher % means a stronger effect. actives 0.13% (n = 310,000); in the data active = a potency from the dose series; inconclusive = CPE inhibition mostly from about 23% at the one dose, without a potency; inactive = the rest, 99 in 100 with CPE inhibition below about 21%; note: strong numbers were not always called active
NTR1 agonist – agonists of NTR1, primary screen, imaging, U2OS cells, beta-arrestin-GFP, high content (AID 493036); P30989; NTR1-U2OS beta-arrestin-GFP spot imaging, agonist mode; activation, % at 20 µM; actives 0.17% (n = 330,000);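 active = activation at or above 40% of the spot to cytoplasm intensity ratio, with at least 20 cells analyzed; inconclusive = wells under 20 cells, flagged as cytotoxic or low count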;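 note: 0% = DMSO without peptide and 100% = 100 nM NTR1 peptide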
Target sequence (P30989 whole entry, looked up): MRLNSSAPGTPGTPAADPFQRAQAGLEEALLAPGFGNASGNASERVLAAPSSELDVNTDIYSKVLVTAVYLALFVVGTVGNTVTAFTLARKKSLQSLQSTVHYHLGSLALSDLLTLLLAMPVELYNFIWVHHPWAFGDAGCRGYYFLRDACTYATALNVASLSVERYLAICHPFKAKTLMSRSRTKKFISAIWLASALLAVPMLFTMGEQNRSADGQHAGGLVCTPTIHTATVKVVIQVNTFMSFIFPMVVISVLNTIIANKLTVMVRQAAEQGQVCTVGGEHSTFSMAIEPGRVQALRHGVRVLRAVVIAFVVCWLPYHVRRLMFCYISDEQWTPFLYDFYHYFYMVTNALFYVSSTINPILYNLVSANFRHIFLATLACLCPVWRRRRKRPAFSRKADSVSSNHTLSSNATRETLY
T cell modulator vesicle-bound % – recorded beside T cell modulator, whose call it bears; double positive events, %; measured here: CD8+ vesicle-bound cell fraction;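 binding gate set so that unloaded-vesicle control wells show 10% double positive cells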
NTR1 agonist cell count 20 µM – also measured in NTR1 agonist; calls as there; cell count; measured here: cell count, cytotoxicity flag
Dengue-2 NS5 capping pilot replicate – further read-out of Dengue-2 NS5 capping, marked with its call; inhibition, %; measured here: pilot screen replicate inhibition
The depositor's hits bear a star; i = inactive; ? = inconclusive; . = no result given; & = joins results of further samples; [ ] = another dose, or the depositor's remark.

SMILES	T cell modulator	T cell modulator vesicle-bound %	UTI89 phage lysis	West Nile antiviral	Large T inhibition	MgcRacGAP inhibition	PhoP inhibition	Dengue-2 NS5 capping	RSV antiviral HEp-2	NTR1 agonist	NTR1 agonist cell count 20 µM	others
O=C(N1CCOCC1)N(Cc1ccco1)CC1CCCO1 (stereo not given)	i	44	0.3%	0.3%	2%	8%	-8%	5%	2.3%	0.6	59
NC(N)=N/N=C/c1ccc(Cl)cc1Cl	i	22	i	2.4%	9%	36%	.	-5%	1.3%	0.6	44
Clc1ccc(-n2nnnc2-c2cnc3ccccc3c2-c2ccccc2)cc1	i	14	-0.3%	-0.6%	0%	2%	-8%	-15%	7.4%	19	32
Cc1ccc(Nc2nc(-c3ccccc3)cs2)nc1	i	61	0.0%	-1.0%	7%	13%	-1%	-10%	18%	11	74
C=C(C)CNC(=S)N1CCN(C(c2ccccc2)c2ccccc2)CC1	i	38	0.2%	-0.7%	5%	7%	-2%	1%	3.1%	0.8	44
CCC(=O)Nc1ccc2c(c1)nc(CN1CCCCC1)n2C	i	30	-0.4%	0.6%	20%	5%	-8%	-3%	-1.8%	0.4	34
NC(=O)c1ccccc1N=Cc1ccc2ccccc2c1	i	37	3.3%	-0.7%	6%	6%	-17%	3%	6.2%	2.5	77
O=C(Nc1ccc(S(=O)(=O)N2CCOCC2)cc1)c1ccccc1Br	i	45	-0.7%	-1.4%	10%	4%	2%	-7%	1.9%	3.2	46
C=CCOC(=O)C1=C(C)NC(SCC(=O)N(CC)CC)=C(C#N)C1c1ccco1 (stereo not given)	i	56	2.0%&0.0%	-0.1%	0%	-4%&9%	3%	-2%&3%	1.4%	5.4	52
Cc1cc(C)nc(N/N=C/c2ccc3c(c2)OCCO3)n1	i	49	1.0%	-0.2%	9%	6%	-1%	4%	-0.2%	-0.6	45
COC(=O)c1cc(C(=O)OC)n(Cc2ccc(C)cc2)c1C	i	29	1.3%	-1.1%	25%	6%	-4%	-1%	1.3%	3.2	68
COc1ccc(-c2nn3cnnc3s2)cc1OC	i	15	1.1%	-0.7%	11%	6%	10%	-5%	4.6%	0.9	95
Cc1cc(C)c(NC(=O)CN2C(=O)NC3(CCc4ccccc43)C2=O)c(Cl)c1 (stereo not given)	i	43	0.5%[50 µM]	.	.	4%	.	2%	.	0.5	74
CC(=O)N1CCCN(C(=O)c2cc(COc3c(F)cccc3F)on2)CC1	i	25	-0.1%	-0.5%	20%	-6%	10%	3%	-0.1%	0.6	42
Cc1ccccc1N(C(=O)CNC(=O)c1cccs1)C(C(=O)NC1CCCC1)c1ccncc1 (stereo not given)	i	18	0.2%	0.3%	7%	-3%	-7%	-5%	-0.3%	-0.8	41
COC(=O)c1ccc(CSc2nc3c(cnn3-c3ccc(F)cc3)c(=O)[nH]2)o1	i	49	-0.6%	-0.1%	7%	10%	-7%	-4%	-1.5%	1.1	80
COc1ccc(/C=C/C(=O)NCCCN2CCOCC2)cc1	i	38	0.6%[50 µM]	0.3%	0%	7%	-7%	-4%	1.4%	.	.
O=C(COC(=O)c1ccc(Cl)nc1)NCc1ccc2c(c1)OCO2	i	22	4.6%	-0.5%	1%	3%	-3%	-1%	1.0%	2.2	73
COc1cc(/C=N/NC(N)=O)ccc1OCC(=O)Nc1ccc(C)c(C)c1	i	7	0.3%	1.2%	4%	-12%	-12%	-9%	2.6%	0.4	51
CN(C(=O)c1cc([N+](=O)[O-])ccc1NCc1cccnc1)c1ccccc1	i	21	0.0%	-1.2%	7%	7%	3%	2%	2.0%	1.5	57
CSCCOC(=O)COc1ccc(/C=N/NC(=O)c2nn(C)cc2Cl)cc1	i	48	-1.5%	0.1%	-1%	0%	9%	-4%	4.1%	4.9	41
O=C(NCCC1=CCCCC1)c1cnccn1	i	61	2.1%	0.3%	3%	6%	-6%	-2%	0.3%	0.8	67
CCC(Sc1ncccc1C(=O)Oc1cccc([N+](=O)[O-])c1)C(=O)Nc1ccccc1OC (stereo not given)	i	31	0.1%	-0.5%	1%	-7%	3%	-1%	2.0%	2.3	53
COc1ccc2cc(Br)ccc2c1CC(=O)N(C)C	i	21	-2.3%	-0.5%	24%	-12%	-1%	0%	1.6%	-0.3	52
Cc1ccsc1C(=O)NNC(=S)NCC(C)C	i	21	-1.1%	1.1%	24%	0%	3%	-2%	-0.5%	1.6	54
Cc1ccc(Nc2nnc(-c3ccc4c(c3)OCO4)o2)c(C)c1	i	37	0.1%	-0.9%	9%	10%	0%	-3%	3.2%	2.7	89
CC(NC(=O)c1ccc2c(c1)OCO2)c1ccccc1 (stereo not given)	i	11	0.8%	-0.5%	4%	7%	-2%	-2%	0.6%	-0.7	61
Clc1ccc(C2[C@H]3CN(CC4CCCCC4)[C@H](c4ccccc4)C34CC2(c2cccnc2)C4)cn1 (stereo not given in full)	i	24	0.7%	-0.7%	6%	9%	0%	-4%	0.8%	5.6	48
COC(=O)c1ccc(C(NC(=O)OCc2ccccc2)/C(F)=C/[C@@H](C)C(=O)O)cc1 (stereo not given in full)	i	26	0.9%	0.5%	10%	8%	-5%	-5%	0.5%	1.3	63
CCN(CC)C1CCN(C(=O)c2cc(COc3ccc(-n4cncn4)cc3)on2)C1 (stereo not given)	i	68	0.4%	0.3%	-3%	0%	-10%	-7%	-0.9%	2.7	45
NNc1nc(N)c2c(n1)-c1ccccc1CC21CCCC1	i	52	0.1%	0.5%	0%	10%	14%	-19%	3.0%	0.1	81
COc1ccc(CN2CC(C(=O)NCCCN3CCN(Cc4ccccc4)CC3)CC2=O)cc1 (stereo not given)	i	64	1.6%[50 µM]	-0.5%	9%	7%	-4%	2%	0.5%	0.2	69
CCN(CCS(=O)(=O)c1ccc(Cl)cc1)C(=O)Nc1ccc(Cl)cc1	i	26	0.4%	-1.2%	-8%	10%	6%	6%	.	1.3	42
CC(=O)Nc1sc(C)c(C)c1C(=O)OCC(=O)N(C)C1CCS(=O)(=O)C1 (stereo not given)	i	49	1.4%	-1.0%	17%	3%	9%	-3%	-0.1%	0.5	52
Cc1nnc(SCC(=O)N2CCCC(N3CCN(c4ccc(F)cc4)CC3)C2)o1 (stereo not given)	i	25	1.6%[50 µM]	-0.5%	21%	8%	-9%	-1%	2.4%	-0.2	68
Cc1cc(C)nc(SCCn2c(N3CCOCC3)nc3c2c(=O)[nH]c(=O)n3C)n1	i	48	0.1%	0.8%	6%	4%	1%	-8%	-0.9%	1.1	51

A stretch from further up:
SMILES	T cell modulator	T cell modulator vesicle-bound %	UTI89 phage lysis	West Nile antiviral	Large T inhibition	MgcRacGAP inhibition	PhoP inhibition	Dengue-2 NS5 capping	RSV antiviral HEp-2	NTR1 agonist	NTR1 agonist cell count 20 µM	others
Cc1ccsc1C(=O)NNC(=S)NCC(C)C	i	21	-1.1%	1.1%	24%	0%	3%	-2%	-0.5%	1.6	54
Cc1ccc(Nc2nnc(-c3ccc4c(c3)OCO4)o2)c(C)c1	i	37	0.1%	-0.9%	9%	10%	0%	-3%	3.2%	2.7	89
CC(NC(=O)c1ccc2c(c1)OCO2)c1ccccc1 (stereo not given)	i	11	0.8%	-0.5%	4%	7%	-2%	-2%	0.6%	-0.7	61

The listing continues.
SMILES	T cell modulator	T cell modulator vesicle-bound %	UTI89 phage lysis	West Nile antiviral	Large T inhibition	MgcRacGAP inhibition	PhoP inhibition	Dengue-2 NS5 capping	RSV antiviral HEp-2	NTR1 agonist	NTR1 agonist cell count 20 µM	others
CCOc1ccc(OCCC(=O)OCC(=O)c2c(N)n(C)c(=O)n(C)c2=O)cc1	i	26	1.2%[50 µM]	.	14%	5%	3%	8%	0.1%	-0.2	61
Cc1ccc(NC(=O)C(C)OC(=O)COc2cccc(C(F)(F)F)c2)cc1 (stereo not given)	i	36	-0.4%	.	.	6%	.	-3%	-0.3%	1.8	61
COc1cccc(N2CC34C=CC(O3)C(C(=O)O)C4C2=O)c1 (stereo not given)	i	55	0.8%	0.4%	-5%	7%	0%	-2%	2.1%	5.6	93
C/C(=N\NC(=O)C(=O)Nc1ccc(C)c(Cl)c1)c1ccncc1	i	1	3.2%[50 µM]	-1.1%	0%	7%	13%	-2%	3.8%	0.3	79
COc1ccc(NC(C)C(=O)Nc2cc(C(F)(F)F)ccc2N2CCOCC2)c(OC)c1 (stereo not given)	i	47	0.3%	-1.0%	7%	8%	-1%	-6%	10%	4.5	71
COc1ccc(NC(=S)NC2CCCC2)c(OC)c1	i	58	-0.3%	-0.1%	3%	1%	-3%	1%	0.7%	-1.0	51
CCOc1ccc(OCC)c(NC(=O)CCS(=O)(=O)c2ccc(C)cc2)c1	i	28	-0.1%	-1.1%	12%	10%	-1%	-7%	0.5%	-0.2	93
CC(=O)/C(=N\Nc1cccc(Cl)c1)Sc1cccc2cccnc12	i	23	3.3%[50 µM]	-0.4%	3%	7%	11%	3%	3.9%	10	43
Cc1sc2ncnc(N3CCC(C(=O)Nc4ccc(Cl)cc4Cl)CC3)c2c1C	i	50	0.3%[50 µM]	.	6%	3%	-3%	4%	8.5%	5.2	56
CCOC(=O)c1c(NC(=O)c2cccs2)sc(C(=O)N(C)C)c1C	i	58	1.2%	0.1%	16%	11%	11%	-15%	2.5%	-0.1	44
COCCCNC(=O)Cn1cnc2sc(C)c(S(=O)(=O)N3CC(C)CC(C)C3)c2c1=O (stereo not given)	i	10	1.0%	-0.7%	6%	5%	4%	-4%	1.1%	-0.9	53
Cc1ccc(N2CC(C)Cn3c2nc2c3c(=O)[nH]c(=O)n2C)cc1C (stereo not given)	i	19	-0.3%[50 µM]	-0.5%	4%	-2%	-2%	-4%	3.0%	1.5	117
CCCCCn1c(CNC(C)=O)nc2ccccc21	i	30	0.1%	-0.4%	5%	-1%	-7%	-4%	1.7%	-1.0	70
CCN(CCCn1c(SCC#N)nc2ccccc2c1=O)c1ccccc1	i	33	0.3%	0.6%	2%	2%	13%	3%	?	3.5	59	Dengue-2 NS5 capping pilot replicate=1.8
COc1cc(C2C(C(=O)OC(C)C)=C(C)Nc3[nH]c(=O)[nH]c(=O)c32)ccc1O (stereo not given)	i	34	-1.8%	-0.4%	-3%	3%	15%	1%	-0.5%	-0.4	50

Screening data as filed in PubChem.
